# BRCA1 expr act = increases BRCA1 expression; MCF7-BRCA1-FFLuc reporter, luminescence, 48 h; response scale: scaled: vehicle 0%, 10 µM genistein 100%; Potency, µM (series often up to 46.1 µM), for the others: at the highest dose activation, usual class: activators; 380,000 compounds, 1.1% hits; further: potency means the concentration at half of the fitted maximal effect; nearly all actives have a fitted effect of over 80% in size; some results filed as inactive show a strong effect at the top dose
#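 Luminescence from a BRCA1-driven firefly luciferase in MCF7 cells was read after 48 h compound exposure at 37 C. Data normalized against DMSO and a 10microM genistein activation control, then curve-fitted across the titration.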
# TCR activator = activators of T cell receptors; primary human leukocytes, anti-CD3, IL-2 HTRF, 48 h; Potency, µM (highest dose often 9.22 µM), inactives show top-dose activation of IL-2 secretion, actives largely listed as activators; 330,000 tested, under 10 active; further: % of control where 0% means no effect
#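 IL-2 release read by HTRF sandwich (Eu cryptate donor, d2 acceptor, 665 nm emission) after 48 hr exposure of primary human leukocytes to compound together with anti-CD3 beads in the absence of co-stimulatory signals.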
# B2AR arrestin = agonists driving beta-arrestin recruitment to human beta2-adrenergic receptor; beta-arrestin recruitment to beta2AR, cell-based reporter; 330,000 compounds, 0.02% hits; Potency, µM (series often up to 46.1 µM), for inactives: at the highest dose activation, hits mostly activators; P07550;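 further: potency means the concentration at half of the fitted maximal effect; 0% = DMSO controls and full agonism = EC100 isoproterenol or metaproterenol; nearly all actives have a fitted effect of over 65% in size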
# A-T KAP1 phos = candidate therapy for ataxia-telangiectasia; […] A-T fibroblasts, KAP-1 phosphorylation AlphaLISA; neocarzinostatin DNA damage 30 min before lysis; Potency, µM (doses to about 57.5 µM), for the others: top-dose activation, usual class: activators; 320,000 compounds, 0.19% hits; AID 485349; further: potency means the concentration at half of the fitted maximal effect; % of control where 0% means no effect; nearly all actives have a fitted effect of over 45% in size
#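 ATM-like activity read as KAP-1 phosphorylation via AlphaLISA donor/acceptor antibody pairs after lysis and 6 hr at 25C. Cells were ATM-null patient fibroblasts ([…], hTERT), dosed 60 min, then exposed to the DSB inducer NCS for 30 min.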
# TSG101-PTAP inh = blocks PTAP/TSG101 interaction to inhibit HIV-1 budding; Fluorescence polarization, FITC-PTAP peptide / Tsg101 binding; Q99816; 340,000 tested, under 10 active; Potency, µM (titrated, usually from 115 µM), inactives show at the highest dose activity change, negative = inhibition, actives largely listed as inhibitors; active means well fitted inhibition curve with a large enough effect in the main read-out, with a control signal flat, not every such curve was filed as active; inconclusive means small, poorly fitted or top-dose-only effect, or effect the other way, or a change in a side signal; inactive means no such curve, though single readings can be large or run the other way; further: potency means the concentration at half of the fitted maximal effect; % of control where 0% means no effect
#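 Fluorescence polarization binding of Tsg101 binding domain (10 uM final) to FITC-labeled PTAP peptide (50 nM final) in HEPES pH 7.5 buffer with NaCl, Tween 20, EDTA, TCEP. Compounds added before peptide; binding 20 min at RT.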
# p53 reactivator = re-activators of mutant p53. H1299 p53-A138V BP100-luciferase reporter, luminescence, 24 h. Potency, µM (top dose mostly 92.2 µM), inactives show at the highest dose activity change, positive = activation, most hits filed as activators. 320,000 compounds, 0.063% hits; further: potency means the concentration at half of the fitted maximal effect; % of control where 0% means no effect; nearly all actives have a fitted effect of over 45% in size
#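 H1299 (p53-null), stable ts p53-A138V + BP100-Luc; 1000 cells/well, Opti-MEM/10% FBS; cpd 4 pt, 1:5; 24 h, 37 deg C, 5% CO2; detection reagent 10 min RT; luminescence.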
# Integrin act MD = activators of alpha7 integrin expression for muscular dystrophy | AID 624291 | alpha7betagal myoblasts, beta-gal FDG fluorescence, 48 h | 350,000 compounds, 0.064% hits | Potency, µM (top dose mostly 38.3 µM), for inactives: at the top dose activation, actives largely listed as activators;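 further: potency means the concentration at half of the fitted maximal effect; 100% = response of the positive control SU9516; nearly all actives have a fitted effect of over 60% in size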
#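 alpha7betagal+/- myoblasts (passage 13, 250/well) treated 48 h at 37C with compounds at 1:260 dilution of DMSO stock. Lysed, then beta-galactosidase activity read as FDG fluorescence (ex 480/em 540) after 30 min, with pre-read for autofluorescence.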
# TRPV1 agonist = activates the human vanilloid receptor TRPV1 | Q8NER1 | TRPV1-expressing cells, Fluo-8 calcium influx, agonist mode | activation, % at 8.33 µM | 320,000 compounds, 0.19% hits | AID 540275; in the data active means activation above about 80%; inconclusive means between about 30% and that limit; further: 0% is about no effect
# Target sequence (Q8NER1 whole entry, looked up): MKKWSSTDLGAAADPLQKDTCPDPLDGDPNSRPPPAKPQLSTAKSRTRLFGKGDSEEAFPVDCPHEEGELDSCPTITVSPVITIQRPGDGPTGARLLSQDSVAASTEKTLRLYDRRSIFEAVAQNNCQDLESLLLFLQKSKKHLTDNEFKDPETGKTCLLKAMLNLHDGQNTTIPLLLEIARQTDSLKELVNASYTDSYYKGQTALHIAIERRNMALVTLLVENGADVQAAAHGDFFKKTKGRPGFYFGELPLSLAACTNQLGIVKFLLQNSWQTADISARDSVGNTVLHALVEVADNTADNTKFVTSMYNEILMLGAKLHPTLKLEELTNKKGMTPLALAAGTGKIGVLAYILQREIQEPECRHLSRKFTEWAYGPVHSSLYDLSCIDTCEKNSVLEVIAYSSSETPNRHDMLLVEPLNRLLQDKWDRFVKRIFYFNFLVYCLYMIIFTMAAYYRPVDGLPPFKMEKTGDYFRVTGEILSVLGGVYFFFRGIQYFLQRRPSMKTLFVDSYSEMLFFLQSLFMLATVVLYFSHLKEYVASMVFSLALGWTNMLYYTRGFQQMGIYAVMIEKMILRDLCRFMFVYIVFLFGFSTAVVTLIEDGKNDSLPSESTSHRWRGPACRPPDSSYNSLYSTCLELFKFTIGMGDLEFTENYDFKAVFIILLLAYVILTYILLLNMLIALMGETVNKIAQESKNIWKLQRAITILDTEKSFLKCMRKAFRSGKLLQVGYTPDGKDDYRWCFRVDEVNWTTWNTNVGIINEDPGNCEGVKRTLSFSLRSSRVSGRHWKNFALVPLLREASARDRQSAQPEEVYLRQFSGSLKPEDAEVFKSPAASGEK
#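 Cells expressing TRPV1 were dye-loaded with Fluo-8 and read kinetically: 10 s baseline, 3 min after compound (agonist portion), then 2 min after EC20 capsaicin (allosteric enhancer portion). Calcium-bound dye fluorescence at 480/520 nm.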
# ELG1 repair inh = ELG1-dependent DNA repair inhibition | HEK293T ELG1-luciferase reporter, luminescence, 16 h; DNA damage induced by 5-fluorouridine | AID 504467 | 330,000 compounds, 2.3% hits | Potency, µM (doses to about 46.1 µM), without a hit: top-dose activity change, negative = inhibition, hits mostly inhibitors; further: potency means the concentration at half of the fitted maximal effect; on the % scale 0 is the no-effect control and ±100 the full control effect; nearly all actives have a fitted effect of over 55% in size
#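 HEK293T cells expressing luciferase-tagged ELG1 (2,000/well) received 5-Fluorouridine plus compound or DMSO for 16 hr at 37 °C. Luciferase was read by ONE-Glo luminescence after 30 min at room temperature.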
# CXXC DNA block = inhibitors of human MLL CXXC domain-DNA interaction. MLL-CXXC / FITC-HOXA9 DNA fluorescence polarization. Q03164. 290,000 compounds, 0.037% hits. Potency, µM (top dose mostly 115 µM), for the others: at the top dose activity change, negative = inhibition, most hits filed as inhibitors; active means well fitted inhibition curve with a large enough effect in the polarisation, with a control signal flat, not every such curve was filed as active; inconclusive means small, poorly fitted or top-dose-only effect, or effect the other way, or a change in a side signal; inactive means no such curve, though single readings can be large or run the other way; the % refers to the polarisation; further: potency means the concentration at half of the fitted maximal effect
#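 Purified MLL-CXXC (added from a 7 uM solution) was preincubated 5 min at ambient with pinned compounds in 50 mM Tris-HCl pH 7.5, 50 mM NaCl, 1 mM DTT, 0.05% BSA. Fluorescein-labeled HOX-A9 DNA (50 nM solution) followed, 30 min, then polarization read.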
# An asterisk follows results filed as active; u = inconclusive; x = not tested or not shown; & = joins results of further samples; [ ] = dose if it differs, or a comment. Unless noted, the call rests on the fitted dose curve; in most records, active means well fitted curve in the direction sought with a large enough effect; inconclusive means small, poorly fitted or top-dose-only effect, or another doubt; inactive means no such curve, though single readings can be large; an effect the other way counts as inactive or inconclusive.
Molecule | BRCA1 expr act | TCR activator | B2AR arrestin | A-T KAP1 phos | TSG101-PTAP inh | p53 reactivator | Integrin act MD | TRPV1 agonist | ELG1 repair inh | CXXC DNA block
COc1ccccc1C(=O)N1CCN(S(=O)(=O)c2ccccc2)CC1 | 4.2% | 0.0% | -0.4% | 9.5% | -0.1% | -5.6% | 8.2% | 4.4 | -0.9% | -6.6%
C=CCN1C(=O)c2ccc(C(=O)N(C)CC(=O)Nc3cccc(F)c3)cc2C1=O | 0.5% | -5.4% | 0.4% | 1.4% | -1.8% | 12.2% | -1.5% | 2.1 | -0.6% | 26.0%
Cc1nn(CC(=O)N2CCN(c3ccccn3)CC2)c(=O)c2cc3sccc3n12 | -8.0% | -8.3% | -0.1% | -1.9% | -0.5% | 6.9% | -45.2%[inhibitor] | -1.4 | u | -4.3%
OC(COc1ccc2ccccc2c1)CN1CCOCC1 (configuration not stated) | 11.2µM* | -20.2% | -1.0% | -6.1% | 1.0%&-5.4% | u | 14.4%&7.2% | -4.1 | u | -0.3%
O=C(O)CCC(=O)N1N=C(c2ccccc2)CC1c1ccc2nccnc2c1 (configuration not stated) | 14.8% | 1.7%[46.1 µM] | u | 7.8% | 0.3% | 5.3% | 3.5% | -0.2 | u | 0.7%
CCNc1nc(NCC)n2c(SCC(=O)Nc3ccccc3C(F)(F)F)nnc2n1 | 1.5% | -2.9% | 0.0% | 2.0% | -0.6% | -5.0% | -13.1% | -0.6 | 2.5% | x
COCCNC(=O)C(OC(=O)C1=Cc2ccccc2OC1)C(C)C (configuration not stated) | -0.3% | 0.1% | 0.3% | -2.0% | -0.4% | -1.2% | 16.2% | 0.5 | 2.4% | -3.9%
Cc1ccc(CCNC(=O)CN2C(=O)COc3ccc(S(=O)(=O)N4CCOCC4)cc32)cc1 | 7.7% | -4.5% | 0.2% | -0.6% | -1.7% | 9.5% | -9.0% | 0.1 | 6.9% | 0.7%
CN(Cc1ccccc1)c1nc2c(c(=O)[nH]c(=O)n2C)n1Cc1ccccc1 | -29.4% | 5.8% | -1.2% | -11.4% | -6.8% | -16.8% | 0.4% | 5.1 | 16.6% | 5.9%
COCc1cc(=O)[nH]c(/N=C(\N)Nc2ccc(C)cc2)n1 | -4.4% | 3.9% | -0.1% | 0.1% | -5.7% | -3.9% | 0.0% | -1.0 | 4.1% | 3.8%
C=CCc1ccccc1OCC(O)CN1CCN(CCN2C(=O)c3cccc4cccc(c34)C2=O)CC1 (configuration not stated) | -85.3% | -14.7%[46.1 µM] | -1.1% | 7.0% | 0.7% | -9.3% | -48.9%[inhibitor] | -5.0 | 20.6µM* | 2.7%
CCCNC(=O)C12CCC(C)(C(=O)C1Br)C2(C)C (configuration not stated) | 8.2% | -2.1%[46.1 µM] | -1.0% | 1.8% | 0.1% | -7.7% | -2.5% | -2.1 | -3.0% | 3.2%
COC(=O)c1c(-c2ccc(C)cc2)csc1NC(=O)c1c(-c2ccccc2)noc1C | x | -5.9%[46.1 µM] | 0.2% | 3.4% | x | 2.8% | x | 1.0 | 2.5% | 8.1%
O=C(CCC1CCCCC1)Nc1nncs1 | 0.0% | x | -0.9% | 7.8% | -2.0% | -96.0%[inhibitor] | 12.6% | -0.1 | -8.6% | -11.6%
c1ccc(-c2noc(-c3ccncc3)n2)nc1 | u | x | 0.3% | 1.6% | -8.1% | 18.4% | -4.2% | -2.1 | 0.0% | 12.9%
CCOc1cc(C(=O)N2CCC(CC3CC(c4ccccc4)=NO3)(C(=O)NCc3ccc(OC)cc3)CC2)cc(OCC)c1OCC (configuration not stated) | -51.3% | -4.6% | x | x | -15.5% | x | -1.8% | x | x | x
COc1cc(/C=C/C(=O)NCC(=O)N2CCC(N(C)CCN3CCOCC3)CC2)ccc1OC(C)C | 3.8% | 1.2% | -0.1% | 1.0% | -5.2% | 1.6% | -13.0% | 0.2 | 14.2% | 13.7%
Cc1cc(=O)[nH]c(Nc2cccc(F)c2)n1 | 11.5% | x | 0.1% | 1.9% | -1.4% | 1.1% | 3.5% | 2.3 | 10.2% | 10.4%
O=C(NNc1c(F)c(F)cc(F)c1F)c1ccc(Cl)nc1 | 0.9% | -9.4% | 0.1% | -4.0% | -9.6% | 3.4% | -16.8% | -0.5 | 10.0% | -0.7%
COc1ccccc1CNC(=O)CN1C(=O)NC2(CCCCCCC2)C1=O | -8.8% | 4.2% | -0.7% | 18.1% | -5.5% | -4.6% | -1.3% | x | 9.4% | x
CCOC(=O)[C@H]1[C@H]2COc3ccc(Cl)cc3[C@@H]2N2C(=O)CN(C)C(=O)[C@@]12C | -9.4% | 9.4% | -0.7% | 6.4% | -4.5% | -13.9% | 27.5% | 0.4 | 22.1% | x
O=C(Nc1c(F)cccc1F)c1ccc(-n2cncn2)nc1 | 13.9% | -4.0% | -0.4% | 12.0% | -0.6% | 2.0% | -0.6% | 0.5 | 3.1% | 1.9%
CCOc1ccc2nc(Cl)c(CN(C(C)=O)C3CCCCC3)cc2c1 | -8.5% | -2.1% | -0.3% | 8.2% | -1.6% | 1.2% | -4.6% | -1.4 | -12.9% | 22.5%
COc1ccc(N2CCN(c3oc(Cc4ccccc4)nc3C#N)CC2)cc1 | -60.8% | 2.0% | -0.1% | -0.8% | -7.2% | 7.3% | -57.8%[inhibitor] | 1.0 | u | -13.1%
CCOC(=O)C(C#N)c1ccccn1 (configuration not stated) | 57.8% | x | -0.1% | 6.2% | x | u | 32.7% | 3.7 | u | 0.1%
COC(=O)C1=C(C)NC(=O)NC1C1CC=CCC1 (configuration not stated) | -3.7% | 4.8% | 0.2% | 1.1% | -16.6% | -3.9% | 12.2% | 1.6 | 1.2% | 4.4%
COc1cccc(OCC(=O)NNC(=O)c2cnccn2)c1 | -16.3% | 2.7%[46.1 µM] | -1.0% | -0.4% | -1.2% | 0.4% | -12.7% | -3.5 | 16.9% | 10.8%
N#CCCN(C(=O)COC(=O)CNC(=O)c1cccs1)c1ccc(F)cc1 | -14.1% | 1.8% | 0.3% | -0.4% | -0.2% | -3.4% | 17.8% | -3.1 | u | x
CC(=O)Nc1cccc(Oc2ncnc3scc(-c4ccccc4)c23)c1 | -19.5% | -4.7%[46.1 µM] | -0.2% | 8.9% | -0.2% | -11.7% | 8.2% | 28.1 | -28.2% | 4.5%
CC1CCCN(CCC(=O)Nc2ccccc2)C1 (configuration not stated) | -2.1% | -7.8% | 0.1% | 0.5%[11.5 µM] | -8.1% | -2.2% | u | 0.0 | 18.7% | 16.3%
O=C(O)Cc1ccc2ocnc2c1 | -10.7% | 0.1% | -0.1% | 1.4% | -3.1% | -3.7% | 10.3% | -2.7 | -1.8% | -0.5%
Cc1cccc(NC(=O)CSc2nc3c(c(=O)[nH]2)CCC3)c1C | 4.0% | 10.6%[46.1 µM] | 0.1% | 0.5% | -1.0% | 1.9% | 5.7% | 2.9 | u | -2.5%
O=C(Nc1ccccc1)C1COc2ccccc2O1 (configuration not stated) | -16.3% | -10.4% | 0.1% | -1.8% | 0.0% | x | 11.5% | u | u | 1.7%
Cc1cccc(NC(=O)CSCC(=O)Nc2cc(S(=O)(=O)N3CCOCC3)ccc2N2CCCC2)c1 | -20.5% | -1.2% | 0.2% | -3.4% | -2.2% | -8.9% | 7.9% | 2.7 | -6.6% | u
COC(=O)c1ccc2nc(-c3ccc4c(c3)OCO4)cn2c1 | -36.4% | 3.0% | -0.8% | 1.4% | -7.3% | -3.5% | -4.3% | 3.2 | u | 46.3%[activator]
CCOc1ccccc1N1CCN(C(=O)CC(C)(C)C)CC1 | 0.0% | -1.3% | -0.3% | -0.1% | -2.7% | -4.3% | 2.3% | 6.2 | -4.5% | 0.4%
O=C(CSc1ncc(-c2ccccc2)n1CC1CCCO1)N1CCCCC1 (configuration not stated) | 7.9% | x | -0.9% | u | -3.0% | 0.1% | -20.1% | -2.7 | 0.0% | -1.6%
CCOC(=O)C(Cc1ccccc1)NC(=O)CCc1c(C)nc2nc(C)nn2c1C (configuration not stated) | -3.1%&5.6% | x | -1.1% | 0.8% | -3.6% | -2.3% | 18.3% | 2.2 | -0.4% | 6.2%
COc1ccc(OCc2nc3ccccc3n2C(C)C)cc1 | 15.5% | -17.8% | -0.1% | 9.1% | -1.0% | 1.3% | 0.4% | 21.3 | -13.6% | 7.0%
COc1ccc2cc(C(=O)N/N=C/c3sc4ccccc4c3O)ccc2c1 | -77.3% | 1.4%[46.1 µM] | -1.2% | -10.6% | u | u | 15.4% | 16.3 | 18.2% | u
C=CCN=C1S/C(=C\N(C)C)C(=O)N1S(=O)(=O)c1ccc(C)cc1 | -7.4% | -3.0% | -0.1% | 13.5% | -6.5% | -3.7% | 9.3% | x | 2.06µM* | x

# Assay outcomes (PubChem BioAssay)
